# High-throughput results: PubChem BioAssay, several laboratories
# Fibroblast inh: blocks proliferation of human lung fibroblasts | AID 719 | actives 1.1% (n = 85,000) | viability, % at 10 µM | LL 47 human lung fibroblast viability, ATP luminescence; hits give low values;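 active = viability at or below 50% in the single dose screen; inactive = viability above 50%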;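 note: compound exposure lasted 72 h before the ATP readout; 100% = median luminescence of untreated cell-only wells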
#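 test system = LL 47 human lung fibroblasts | amount = 1,150 fibroblasts seeded per well | medium = 15% FBS in IMEM | times = overnight cell rest, 72 h compound treatment at 37 °C | measured by = CellTiter-Glo luminescence measuring cellular ATP | read-out = viability percentage against median untreated-cell control | benchmarks = cell-only wells, no compound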
# HUVEC tox TNFa: HUVEC cytotoxicity counter-screen, TNF alpha stimulated; HUVEC TNFalpha-stimulated, Hoechst cell count, imaging; actives 0.17% (n = 93,000); AID 848; cell count reduction, % at 2 µM;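 active = cell count reduction exceeding the screen mean by over 5 SD, scaled to untreated wells per plate, cut at about 78% in these data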;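 note: cells counted after 24 h of TNF alpha exposure following the 1 h pretreatment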
# HUVEC inhibit: human endothelial cell proliferation inhibition; actives 1.1% (n = 86,000); HUVEC proliferation, CellTiter-Glo luminescence, 72 h; hits give low values; viability, % at 10 µM (by protocol); AID 648;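 active = viability at or below 30%; inactive = viability above 30%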;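 note: 100% = median luminescence of DMSO-only cell control wells on each plate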
# HUVEC tox IL1B: HUVEC cytotoxicity counter-screen, IL-1B stimulated. HUVEC cell count loss, Hoechst imaging. cell count reduction, % at 2 µM. actives 0.41% (n = 94,000);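 active = cell count reduction more than 3 SD above the screen-wide mean, cut at about 70% in these data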;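 note: normalized per plate to untreated control cells as the no-loss baseline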
# VCAM1 TNFa inh: reduces TNF alpha induced VCAM1 expression in HUVEC. inhibition, % at 2 µM. AID 802. actives 0.48% (n = 95,000). HUVEC TNFa-induced VCAM-1 immunofluorescence, high-content imaging;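 active = inhibition above the batch mean plus 3 SD, with images confirmed as a hit by eye, cut at about 37% in these data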;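 note: 0% = TNF-stimulated DMSO wells and 100% = unstimulated control wells; not every result past the cut was called active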
# F-actin modifier: alters cytoskeleton assembly in HUVEC cells. HUVEC TNFa F-actin phalloidin imaging, high content. inhibition, % at 2 µM. actives 0.18% (n = 91,000);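 active = inhibition above the batch mean plus 3 SD and confirmed as a hit by visual image inspection, cut at about 30% in these data, passing the limit was not always enough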; note: strong numbers were not always called active
# H69AR growth 86K: blocks growth of human H69AR lung tumor cells; H69AR lung tumor viability, ATP luminescence, 72 h; hits give low values; viability, % at 10 µM; actives 6% (n = 85,000);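 active = viability at or below 40%; inactive = viability above 40%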;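 note: multidrug resistant small cell line overexpressing MRP-1 efflux transporter; 100% = mean luminescence of untreated control wells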
# Smad3 FoxH1 inh: inhibitors of human Smad3 transcription factor binding; actives 0.29% (n = 88,000); TR-FRET Smad3/Dy647-FoxH1 peptide binding, europium anti-His; P84022; AID 630; inhibition, % at 25 µM;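 active = compounds that reduce the energy-transfer binding signal between the protein and its labelled peptide by more than half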;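 note: 0% = Smad3 plus labelled peptide maximal FRET and 100% = peptide-only background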
# Pyk2 oligo antag: Pyk2 (human) oligomerization antagonism. Q14289. Q293 cells, Pyk2 FERM NanoBiT luminescence; hits give low values. z-score (the deposit names both 25 µM and 10 µM). actives 0.83% (n = 99,000);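 active = Z-score of -3 or lower, scaled per plate to the spread of control and sample wells; inactive = z-score above -3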;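 note: negative z-score means lost luminescence so less FERM oligomerization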
# Target sequence (Q14289 whole entry, looked up): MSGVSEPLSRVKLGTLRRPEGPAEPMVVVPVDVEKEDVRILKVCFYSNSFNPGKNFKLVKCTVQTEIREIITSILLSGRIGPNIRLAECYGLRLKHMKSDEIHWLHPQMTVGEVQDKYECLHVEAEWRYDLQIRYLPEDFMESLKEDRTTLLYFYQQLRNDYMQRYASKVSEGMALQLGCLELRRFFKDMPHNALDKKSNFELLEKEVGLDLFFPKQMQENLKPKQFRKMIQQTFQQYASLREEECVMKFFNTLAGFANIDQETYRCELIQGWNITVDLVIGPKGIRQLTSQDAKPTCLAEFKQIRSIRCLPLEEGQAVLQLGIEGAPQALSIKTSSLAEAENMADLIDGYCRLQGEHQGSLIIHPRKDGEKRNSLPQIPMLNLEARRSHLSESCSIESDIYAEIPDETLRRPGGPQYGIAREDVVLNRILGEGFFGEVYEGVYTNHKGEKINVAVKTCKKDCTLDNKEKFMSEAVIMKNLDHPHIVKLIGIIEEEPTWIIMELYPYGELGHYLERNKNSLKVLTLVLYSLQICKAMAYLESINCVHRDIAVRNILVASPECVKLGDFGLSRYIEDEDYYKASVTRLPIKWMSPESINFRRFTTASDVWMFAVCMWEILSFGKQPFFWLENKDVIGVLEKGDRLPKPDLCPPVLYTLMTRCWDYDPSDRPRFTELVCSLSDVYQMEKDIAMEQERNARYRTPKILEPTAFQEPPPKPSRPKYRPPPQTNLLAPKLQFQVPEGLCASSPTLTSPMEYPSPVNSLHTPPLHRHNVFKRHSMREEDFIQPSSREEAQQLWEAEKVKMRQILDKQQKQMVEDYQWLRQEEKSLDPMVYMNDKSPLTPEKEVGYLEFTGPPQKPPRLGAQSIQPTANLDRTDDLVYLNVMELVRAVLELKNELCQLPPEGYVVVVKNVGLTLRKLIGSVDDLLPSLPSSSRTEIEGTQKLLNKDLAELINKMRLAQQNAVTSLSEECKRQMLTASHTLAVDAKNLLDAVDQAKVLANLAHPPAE
# Starred values were filed as active, the others as inactive; . = not tested or not shown; [ ] = dose if it differs, or a comment. These rows are one share of the data; the hit share may differ from the screen's.
SMILES,Fibroblast inh,HUVEC tox TNFa,HUVEC inhibit,HUVEC tox IL1B,VCAM1 TNFa inh,F-actin modifier,H69AR growth 86K,Smad3 FoxH1 inh,Pyk2 oligo antag
Cc1ccc(-c2nn(CC(=O)NC(C)c3ccccc3)c(=O)c3ccccc23)cc1 (stereo not drawn),79.9,-1.8,52.4,-8.8,5.1,-0.2,78.1,-13.7,-0.81
CCN(CC)C(=O)C1CCCN(Cc2ccc(N(C)C)cc2)C1 (stereo not drawn),99.0,.,88.2,.,.,.,94.9,-1.7,-1.21
O=C(Nc1ccc(Cl)cc1)c1ccc(-n2cccn2)c([N+](=O)[O-])c1,.,-14.1,.,16.0,-16.9,2.5,.,.,-0.46
C=C1c2cc(C)ccc2NC(=O)N1c1ccc(C)cc1,104.0,-0.8,75.9,2.0,14.3,1.9,94.9,-4.4,-0.35
O=C(NCc1ccc2c(c1)OCO2)C1CCCN1C(=O)Nc1ccc(F)cc1 (stereo not drawn),102.7,-17.0,87.5,-33.1,10.7,-2.3,89.6,-3.0,0.37
Cc1ccc(/C=N/N2CCN(Cc3ccccc3)CC2)o1,104.3,-0.4,87.8,27.9,21.0,-13.2,96.7,-5.2,-0.45
O=C1CCc2nc3sc4c(c3c(=O)n2N1)CCCC4,91.4,0.8,65.8,17.7,0.5,-1.8,77.4,9.2,.
Cc1cc(C)c(S(=O)(=O)NCC2CCC(C(=O)NCc3ccc4c(c3)OCO4)CC2)c(C)c1 (stereo not drawn),.,-22.3,.,-20.8,2.3,15.8,.,.,-0.21
COC(=O)c1c(NC(=O)c2ccoc2C)sc2c1CCC2,88.4,22.8,73.5,15.2,-12.2,-10.7,73.5,8.1[fluorescence artefact?],0.69
CCOC(=O)c1ccc(NC(=O)CSc2nnc(CNc3ccc(OC)cc3)n2C)cc1,88.4,-16.3,88.8,-37.6,0.2,24.5,76.9,12.7,1.99
CCc1cc(C(=O)NCCN(C)C)cs1,98.7,0.0,102.2,19.9,-0.5,-7.9,103.1,6.0,0.31
CCCS(=O)(=O)N1CCCC(C(=O)NCC2CCCO2)C1 (stereo not drawn),101.1,-7.9,97.9,-51.5,1.3,-1.4,90.3,-9.8,0.56
Cc1onc(-c2c(Cl)cccc2Cl)c1C(=O)N1CCCc2ccccc21,77.4,-33.6,67.6,.,-2.5,14.7,11.8*,5.5,-1.4
COc1ccc(C)cc1S(=O)(=O)Nc1ccccc1,102.5,-3.3,96.3,-11.1,8.3,-9.6,100.0,0.3,-0.78
CCOc1ccc2[nH]c3c(N4CCN(c5ccccn5)CC4)ncnc3c2c1,85.5,-20.0,51.7,-29.9,1.5,50.3,.,-2.0,-2.84
CCCCCCC(=O)Nc1c(O)c2ccccc2[nH]c1=O,95.4,.,102.2,.,.,.,90.9,-4.1,1.87
Cc1ccc(C2(C(F)(F)F)NC(=O)N3CCN=C3S2)cc1 (stereo not drawn),63.0,-25.4,81.9,3.8,18.6,-33.5,22.2*,4.7,1.56
CN(CC(=O)N1CCc2[nH]c3ccc(F)cc3c2C1)CC1OCCO1,97.2,21.7,99.0,4.0,2.9,4.0,92.0,-0.4,.
Cc1sc2ncnc(SCC(=O)c3ccc(Cl)s3)c2c1C,95.6,-9.5,91.4,-17.1,-5.0,17.6,96.7,-88.3[fluorescence artefact?],.
COc1cc(NC(=O)c2cccs2)cc(OC)c1,108.1,35.1,93.4,-4.9,35.7,25.6,88.4,5.4,-0.64
O=C(Nc1cccc(F)c1)c1cccnc1N1CCOCC1,98.2,-12.9,93.2,-27.8,2.6,-70.8,87.9,7.8[fluorescence artefact?],0.53
COc1ccc(NC(=O)CSc2nc(NS(=O)(=O)c3ccc(C)cc3)cc(=O)[nH]2)cc1,91.7,-30.2,95.2,-13.1,8.2,.,109.1,0.2,0.52
O=C(Cc1ccccc1)N1CCN(C(=O)c2ccco2)CC1,102.4,.,105.7,-4.7,0.3,1.5,91.3,6.9,-0.67
CC(C)OCC(O)CS(=O)Cc1ccccc1 (stereo not drawn),104.2,-23.7,89.5,-3.1,-0.6,.,96.8,4.9,0.27
COC(=O)CSc1nnc(-c2ccco2)o1,91.7,-27.0,92.9,11.4,-9.3,30.9,102.6,-6.7,-0.24
O=S(=O)(c1cnc[nH]1)N1CCN(c2ccc(Cl)cc2)CC1,.,-18.2,.,8.8,-12.8,14.9,.,.,.
CCC(C)(C)C1CCC2(CC1)NC(=O)N(CC(=O)Nc1nc(-c3ccc(C)cc3)cs1)C2=O (stereo not drawn),.,-20.2,.,-3.4,7.7,-13.4,.,.,-0.64
CCN(Cc1ccccc1)C(c1cc2cc(C)ccc2[nH]c1=O)c1nnnn1CCOC (stereo not drawn),99.1,-34.1,91.6,2.3,-9.4,4.4,75.5,20.7,0.4
CN(C)c1nc(N)nc(N(c2ccccc2)c2ccccc2)n1,97.9,.,98.4,.,.,.,77.3,4.2[fluorescence artefact?],.
Cc1ccc(NC(=O)NCCN2C(=O)C3C4C=CC(C4)C3C2=O)cc1 (stereo not drawn),105.3,.,97.8,.,.,.,90.1,-16.6,.

# Record cards, from the list above. Values in the order: Fibroblast inh	HUVEC tox TNFa	HUVEC inhibit	HUVEC tox IL1B	VCAM1 TNFa inh	F-actin modifier	H69AR growth 86K	Smad3 FoxH1 inh	Pyk2 oligo antag
# Profile of O=S(=O)(c1cnc[nH]1)N1CCN(c2ccc(Cl)cc2)CC1 = .	-18.2	.	8.8	-12.8	14.9	.	.	.
# Profile of O=C(Cc1ccccc1)N1CCN(C(=O)c2ccco2)CC1 = 102.4	.	105.7	-4.7	0.3	1.5	91.3	6.9	-0.67
# Profile of O=C(Nc1cccc(F)c1)c1cccnc1N1CCOCC1 = 98.2	-12.9	93.2	-27.8	2.6	-70.8	87.9	7.8[fluorescence artefact?]	0.53
# Profile of CN(C)c1nc(N)nc(N(c2ccccc2)c2ccccc2)n1 = 97.9	.	98.4	.	.	.	77.3	4.2[fluorescence artefact?]	.
# Profile of CCN(Cc1ccccc1)C(c1cc2cc(C)ccc2[nH]c1=O)c1nnnn1CCOC (stereo not drawn) = 99.1	-34.1	91.6	2.3	-9.4	4.4	75.5	20.7	0.4

# Further results follow:
SMILES,Fibroblast inh,HUVEC tox TNFa,HUVEC inhibit,HUVEC tox IL1B,VCAM1 TNFa inh,F-actin modifier,H69AR growth 86K,Smad3 FoxH1 inh,Pyk2 oligo antag
Cc1ccccc1N1CC(c2nc3ccccc3[nH]2)CC1=O (stereo not drawn),94.8,-31.9,94.7,-0.9,-0.7,5.9,91.7,-7.0,1.08
O=C(O)C1CCN(Cc2cnn(-c3ccccc3)c2-n2cccc2)CC1,101.8,.,111.4,-5.4,.,.,92.2,6.4,1.04
Cn1cc(S(=O)(=O)Nc2ccc(Br)cc2F)c(=O)n(C)c1=O,96.3,0.4,97.0,-5.6,-5.9,1.9,99.0,4.7,.
CCOc1cc(NC(=S)Nc2ccccc2)c(OCC)cc1NC(=O)c1ccccc1,.,3.9,.,-0.4,-12.2,-20.1,.,.,-1.51
CCOC(=O)CNc1nnc(SCC(=O)OCC)[nH]c1=O,95.2,-25.2,100.0,-13.2,4.9,-9.2,99.9,-6.6,1.75
C=CCn1nnnc1SCC(=O)Nc1cccc(OC)c1,97.1,.,86.7,.,.,.,87.6,6.5,0.07
COC(=O)c1c(C(=O)OC)c(-c2ccc(Cl)c(Cl)c2)n2c1CCC2,.,10.2,.,-4.6,-18.7,-33.4,.,.,-1.52
Cc1ccccc1CN1CCN(CC(=O)NCc2ccccc2)C1=O,102.7,-5.6,93.4,-37.7,19.4,2.8,101.6,2.7[fluorescence artefact?],2.16
Cc1ccc(-c2nn[nH]n2)o1,95.9,-1.7,95.9,-4.6,-11.2,4.0,90.4,-4.4,0.28
Cc1ccc(-c2nnc(N(C)C(=O)c3cccnc3)s2)cn1,94.2,-6.9,98.8,-0.6,-7.6,4.2,101.1,5.2,0.04
Cc1[nH]n(-c2ccccc2)c(=O)c1C(c1ccc(O)c([N+](=O)[O-])c1)c1c(C)[nH]n(-c2ccccc2)c1=O,.,-11.3,.,-1.3,-9.0,5.5,.,.,0.05
CC(C)CN(CCNC(=O)CC1Oc2ccccc2NC1=O)CC(C)C (stereo not drawn),99.5,17.4,105.2,3.9,-6.3,-3.1,93.7,2.8,.
CC1=C(C(=O)Nc2ccc(C)cc2C)C(c2ccc(C)o2)NC(=O)N1 (stereo not drawn),104.1,4.2,93.5,1.6,7.1,-9.0,97.1,9.0,0.4
COc1ccc(C2Nc3ccccc3C(=O)N2O)cc1OC (stereo not drawn),94.8,-18.3,108.4,-7.3,19.3,-21.4,85.8,3.9,-0.12
CC(C)OC(=O)[C@H]1[C@H](c2ccc(Cl)cc2)[C@@](C#N)(C(N)=O)[C@@H]2C=CC(C(N)=O)=CN21,96.6,4.7,90.8,-15.2,14.6,-8.6,86.7,17.7,0.03
COCCCNS(=O)(=O)c1ccc2c3c(cccc13)C(=O)S2,97.4,-20.7,106.5,43.9,10.1,6.1,85.4,9.2,0.88
O=C(C1CC1)N1CCN(c2nc3ccccc3s2)CC1,117.5,-4.6,104.9,33.3,-16.4,-14.9,105.2,3.6,0.03
CC1=C(C(=O)N2CCOCC2)C(c2cc(C)cs2)NC(=O)N1 (stereo not drawn),98.9,-45.4,106.0,-19.8,-7.7,23.9,102.2,7.1,0.98
CCOC(=O)C1=C(c2ccccc2)N=C2SCC(=O)N2C1c1ccc(OCC)c(OCC)c1 (stereo not drawn),91.8,-8.3,90.5,6.3,19.8,-6.4,92.7,-0.7,-0.18
O=C(N(c1ccccc1)c1ccccc1)n1ccnc1,96.8,.,101.4,.,.,.,84.7,-9.2,-0.09
Cc1cc(NC(=O)C(C)Oc2ccc(Cl)cc2Cl)n(-c2ccccc2)n1 (stereo not drawn),100.4,-26.8,105.6,-9.8,-3.9,2.8,81.6,13.1,-0.04
CCCOc1ccc(N2CC(C(=O)Nc3ccccc3OC)CC2=O)cc1 (stereo not drawn),.,-9.8,.,-1.6,-1.1,1.4,.,.,.
COC(=O)c1ccc(C(=O)OC)c(NS(=O)(=O)c2ccc(NC(C)=O)cc2)c1,.,.,87.0,.,.,.,84.3,-5.3,-0.72
c1ccc(-n2nnnc2NC2CCCCCC2)cc1,.,0.4,.,5.1,-15.1,11.5,.,.,-0.39
Cc1nn(C)c(C(=O)Nc2ccc(Cn3cccn3)cc2)c1[N+](=O)[O-],.,-4.0,.,13.5,3.2,3.8,.,.,0.31
CS(=O)(=O)c1nc2ccccc2n1Cc1ccccc1,108.0,-8.4,103.6,-13.1,-6.2,-10.4,84.8,-16.5,1.16
CN1CCCc2cc(C#N)c(=O)[nH]c21,97.1,-27.4,107.2,4.6,8.9,20.6,91.4,3.1,0.85
O=C1CC(c2ccccc2)Cc2nc(N3CCc4ccccc43)ncc21 (stereo not drawn),92.4,.,45.9,-20.4,-2.5,-6.2,49.5,15.4[fluorescence artefact?],1.19
CCN(CCNc1ccc(Cl)cc1[N+](=O)[O-])C(=O)c1cc([N+](=O)[O-])c(N(C)C)cc1OC,.,2.7,.,-16.1,1.8,6.3,.,.,-2.62
O=C(OCCCCN1C(=O)c2ccccc2C1=O)c1ccc(Br)o1,104.2,-26.2,98.1,-21.1,6.4,12.8,89.8,5.8,3.62
O=C(Nc1ccc(Cl)cc1)C1CC2CCCC(C1)C2=O (stereo not drawn),103.9,.,111.4,.,.,.,96.0,-5.5,0.37
COc1ccccc1C1CC(c2c(-c3ccccc3)c3cc(Cl)ccc3[nH]c2=O)=NN1S(C)(=O)=O (stereo not drawn),93.6,9.4,25.9*,-2.8,13.9,6.8,8.3*,16.5,-1.77
